MLLE-PAM2 inh: inhibitors of PABP1 MLLE–PAM2 peptide binding, primary screen, biochemical, fluorescence polarization, FITC-PAM2, GST-MLLE | AID 588489, 2011 | Polyadenylate-binding protein 1 (Homo sapiens), P11940 | inhibition, % at 20 µM | 360,000 tested, 0.36% active; in the data active = inhibition above about 35%, passing the limit was not always enough;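 note: plate controls were DMSO wells with GST-MLLE for no effect and wells lacking GST-MLLE protein for full effect; some results filed as inactive read as strong as hits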
CSN deneddyl inh: inhibitors of CSN-mediated cullin deneddylation, primary screen, biochemical, fluorescence polarization, uHTS; COP9 signalosome complex subunit 5 (Homo sapiens), Q92905; AID 651999, 2013; 360,000 tested, 0.38% active; Purified CSN, SCF-Nedd8-OG deneddylation; inhibition, % at 12.5 µM;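 active = pattern-corrected inhibition above about 35%, with an unprinted fluorescence ratio check between 0.5 and 1.5, limit read from the data, passing the limit was not always enough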;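 note: 0% = enzyme with substrate and 100% = substrate without enzyme; some results filed as inactive read as strong as hits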
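Detection – fluorescence polarization · System – HEK293T-derived human Csn5 enzyme · Controls – substrate-only high control, full reaction low control · Timing – 90 min, room temperature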
FAS TE block: FAS thioesterase domain inhibitors, primary screen, biochemical, fluorescence intensity, uHTS; inhibition, % at 15 µM; 360,000 tested, 0.67% active; Fatty acid synthase (Homo sapiens), P49327; recombinant FAS-TE, OMFH fluorogenic substrate, fluorescence endpoint; AID 602261, 2012;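 active = compounds whose normalised, plate-corrected inhibition of enzyme fluorescence in the single-dose primary screen is 50% or more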;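 note: 0% = DMSO with enzyme and 100% = substrate without enzyme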
Rpn11 inh: Rpn11 (PSMD14) deubiquitinase inhibitors, primary screen, biochemical, fluorescence polarization, uHTS; human 26S proteasome, Ub4-pepOG fluorescence polarization; 20S core pre-blocked with epoxomicin; calls only at 20 µM; 360,000 tested, 0.59% active;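 active = inhibition at 20 µM, scaled to each plate's controls, above about 33%, limit read from the data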
MT1-MMP act inh: blockers of MT1-MMP proenzyme processing, primary screen, HT1080 RFP-PRO-GFP cells, GFP/RFP fluorescence; GFP/RFP ratio change, % at 20 µM; GFP/RFP ratio fluorescence, overnight; percent of plate control window, DMSO zero; AID 651647, 2012; 360,000 tested, 0.061% active;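 active = GFP/RFP ratio change of at least 30% with cell ATP level not reduced by more than half and red fluorescence within 50% of control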; note: strong numbers were not always called active
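Test system: HT1080 RFP-PRO-GFP cells; Benchmarks: DMSO and RFP-L50D-GFP cell wells; Timing: cells overnight before dosing, compound overnight, 37 °C, 5% CO2; Compound: one 20 µM compound dose with 1% DMSO; Read-out: GFP/RFP fluorescence ratio.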
Rin1 Abl inh: inhibitors of Rin1-Abl protein binding, primary screen, biochemical, TR-FRET. Tyrosine-protein kinase ABL1 (Homo sapiens) + Ras and Rab interactor 1 (Homo sapiens), …. AID 588664, 2011. inhibition, % at 7.35 µM. 360,000 tested, 0.4% active; in the data active = inhibition above about 5%, passing the limit was not always enough
Target sequence (P00519 whole entry, looked up): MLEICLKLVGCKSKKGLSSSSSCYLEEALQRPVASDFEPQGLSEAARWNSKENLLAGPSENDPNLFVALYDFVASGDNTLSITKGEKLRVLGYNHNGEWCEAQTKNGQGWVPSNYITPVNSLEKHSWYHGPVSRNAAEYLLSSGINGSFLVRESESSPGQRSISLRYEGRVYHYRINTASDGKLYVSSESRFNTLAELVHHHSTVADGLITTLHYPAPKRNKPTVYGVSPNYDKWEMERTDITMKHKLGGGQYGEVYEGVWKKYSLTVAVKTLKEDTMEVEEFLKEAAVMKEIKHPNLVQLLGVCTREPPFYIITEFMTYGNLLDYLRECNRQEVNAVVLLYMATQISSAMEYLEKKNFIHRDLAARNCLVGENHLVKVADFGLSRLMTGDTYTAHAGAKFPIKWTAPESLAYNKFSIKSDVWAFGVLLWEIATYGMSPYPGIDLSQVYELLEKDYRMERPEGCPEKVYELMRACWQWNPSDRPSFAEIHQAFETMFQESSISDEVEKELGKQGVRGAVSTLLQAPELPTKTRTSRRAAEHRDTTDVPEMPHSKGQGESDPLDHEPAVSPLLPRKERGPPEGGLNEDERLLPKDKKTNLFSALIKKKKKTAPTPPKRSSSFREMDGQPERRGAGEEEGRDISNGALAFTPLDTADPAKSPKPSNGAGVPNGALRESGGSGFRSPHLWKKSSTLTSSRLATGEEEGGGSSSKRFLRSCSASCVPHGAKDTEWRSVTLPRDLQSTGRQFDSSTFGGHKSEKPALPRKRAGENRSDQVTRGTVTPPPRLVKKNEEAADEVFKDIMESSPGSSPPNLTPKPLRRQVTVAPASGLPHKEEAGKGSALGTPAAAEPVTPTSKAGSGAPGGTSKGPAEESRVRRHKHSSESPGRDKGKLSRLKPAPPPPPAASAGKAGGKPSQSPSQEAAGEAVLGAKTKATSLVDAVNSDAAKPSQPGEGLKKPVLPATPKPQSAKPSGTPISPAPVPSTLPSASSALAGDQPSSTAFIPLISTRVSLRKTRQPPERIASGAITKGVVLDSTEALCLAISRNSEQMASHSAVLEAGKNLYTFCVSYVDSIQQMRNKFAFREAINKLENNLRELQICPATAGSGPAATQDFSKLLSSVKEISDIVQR
Target sequence (Q13671 whole entry, looked up): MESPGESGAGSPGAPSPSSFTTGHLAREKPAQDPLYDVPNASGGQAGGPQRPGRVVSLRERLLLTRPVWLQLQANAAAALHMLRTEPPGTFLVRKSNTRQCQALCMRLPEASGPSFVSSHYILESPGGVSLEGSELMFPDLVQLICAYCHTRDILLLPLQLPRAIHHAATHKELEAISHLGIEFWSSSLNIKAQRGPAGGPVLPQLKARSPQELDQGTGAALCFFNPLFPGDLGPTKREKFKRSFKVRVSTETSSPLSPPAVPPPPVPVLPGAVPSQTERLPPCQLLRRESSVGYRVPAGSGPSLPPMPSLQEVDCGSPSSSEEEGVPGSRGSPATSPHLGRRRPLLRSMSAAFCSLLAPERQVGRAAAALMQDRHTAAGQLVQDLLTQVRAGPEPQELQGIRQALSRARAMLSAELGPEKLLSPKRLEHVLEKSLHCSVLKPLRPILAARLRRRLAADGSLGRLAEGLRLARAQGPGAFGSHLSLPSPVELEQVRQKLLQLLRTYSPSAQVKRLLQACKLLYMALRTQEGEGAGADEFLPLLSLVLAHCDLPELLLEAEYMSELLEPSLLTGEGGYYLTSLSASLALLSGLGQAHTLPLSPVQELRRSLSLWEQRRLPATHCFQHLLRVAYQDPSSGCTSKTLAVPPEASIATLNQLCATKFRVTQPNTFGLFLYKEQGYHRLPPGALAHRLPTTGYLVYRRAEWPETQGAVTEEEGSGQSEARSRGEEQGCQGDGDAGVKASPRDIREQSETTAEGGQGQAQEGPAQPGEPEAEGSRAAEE
NadD inh: inhibitors of S. aureus NadD, primary screen, biochemical, colorimetric, uHTS. AID 602399, 2012. Nicotinate-nucleotide adenylyltransferase NadD (Staphylococcus aureus N315). 360,000 tested, 0.78% active. inhibition, % at 20 µM. purified NadD enzyme, colorimetric absorbance read-out; in the data active = inhibition above about 26%; note: some compounds past the cut are filed as inactive
Neddylation inh: inhibitors of cullin neddylation, primary screen, biochemical, TR-FRET, uHTS, NAE and Ubc12 | calls only at 25 µM | 360,000 tested, 0.58% active | AID 651699, 2012; in the data active = inhibition above about 36%
SKN-1 inh: suppressors of acrylamide-induced Pgst-4::GFP reporter in worms, primary screen, SKN-1 inhibitor project, whole organism, uHTS, GFP/RFP fluorescence ratio, strain VP596 | C. elegans VP596 Pgst-4::GFP/RFP ratio, 24 h | inhibition, % at 21.8 µM | 360,000 tested, 0.49% active | AID 624304, 2012;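 active = interference check ratio from 0.5 to 1.5 plus GFP to RFP signal ratio inhibition reaching or exceeding a fixed threshold, cut at about 30% in these data, passing the limit was not always enough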; note: some compounds called inactive have numbers as strong as hits
Active calls of the source: *; i = inactive; x = no result given; + = active, no number; & = joins results of further samples.

Start of the listing, in advance, 4 compounds:
SMILES	MLLE-PAM2 inh	CSN deneddyl inh	FAS TE block	Rpn11 inh	MT1-MMP act inh	Rin1 Abl inh	NadD inh	Neddylation inh	SKN-1 inh
O=C(/C=C/c1ccccc1)NC(=S)NNC(=O)c1cccnc1	-5	4	-6	i	5	5	7	i	36*
Cc1nc(NCCc2ccc(Cl)cc2)c2nnn(Cc3ccccc3)c2n1	-1	-3	3	i	-3	-2	12	i	-3
CC(C)c1ccc(N(C(=O)c2csnn2)C(C(=O)NC2CCCC2)c2ccncc2)cc1 (centres undefined)	5	3	3	i	-3	4	1	i	21
CCC(=O)Nc1nnc(-c2ccccn2)o1	0	-8	-11	i	1	2	1	i	6

The whole of this part (from the top)
SMILES	MLLE-PAM2 inh	CSN deneddyl inh	FAS TE block	Rpn11 inh	MT1-MMP act inh	Rin1 Abl inh	NadD inh	Neddylation inh	SKN-1 inh
O=C(/C=C/c1ccccc1)NC(=S)NNC(=O)c1cccnc1	-5	4	-6	i	5	5	7	i	36*
Cc1nc(NCCc2ccc(Cl)cc2)c2nnn(Cc3ccccc3)c2n1	-1	-3	3	i	-3	-2	12	i	-3
CC(C)c1ccc(N(C(=O)c2csnn2)C(C(=O)NC2CCCC2)c2ccncc2)cc1 (centres undefined)	5	3	3	i	-3	4	1	i	21
CCC(=O)Nc1nnc(-c2ccccn2)o1	0	-8	-11	i	1	2	1	i	6
Cc1c(C#N)c(N=CN(C)C)c(C(=O)c2ccc(Br)cc2)n1-c1ccc(Cl)cc1	-6	4	30	i	3	-1	1	i	16
Cc1ccc(N2C(N)=C(C#N)C(c3cccnc3)C3=C2CC(C)(C)CC3=O)cc1 (centres undefined)	4	2	-2	i	-3	-1	4	i	5
CCOC(=O)N1CCN(c2ccc(O)cc2)CC1	8	-5	-6	i	-7	-2	-1	i	3
COc1ccccc1N1CCN(CC(O)COc2ccc(C)cc2C)CC1 (centres undefined)	-2	-9	-3	i	1	4	-10	i	6
CCCCCCCCCCCCCCCC(=O)OCC1OC(n2ccc(N)nc2=O)C(O)C1O (centres undefined)	15	2	0	i	-13	-1	1	i	-4
O=C(CSc1ccc(-c2ccc(F)cc2)nn1)NC1CCCCC1	-5	-1	4	i	-1	-3	0	i	-10
COc1ccc(S(=O)(=O)N2CCN(Cc3cccc(OC)c3OC)CC2)cc1	9	3	13	i	1	-1	-4	i	8
COc1ccc(CNC(=O)COC(=O)c2cccs2)cc1	2	3	0	i	0	0	-3	i	-15
O=C(c1cccs1)n1nc(-c2ccc(Cl)cc2)nc1NCc1ccco1	-10	2	31	i	-1	1	6	i	22
CC(c1ccccc1)n1c(CCCO)nc2ccccc21 (centres undefined)	-10	-1	-3	i	1	1	-5	i	5
CC(C)C[C@H]1CN([C@@H](CC(C)C)CN2CCC[C@H]2CN2C(=O)C(=O)NC[C@@H]2Cc2ccc(O)cc2)C(=O)C(=O)N1CC1CCCCC1	x	-2	-5	x	3	x	20	i	10
CCOC(=O)c1c(C)[nH]c(C)c1C(=O)COC(=O)[C@@H](NC(=O)c1ccco1)C(C)C	-5	-1	-5	i	2	-1	-3	i	11
COc1cc2[nH]c(=O)n(CCC(=O)NCc3cccnc3)c(=O)c2cc1OC	6	0	-7	i	4	1	0	i	-17
O=C(NC(=S)N1CCCCCC1)c1ccccc1Cl	44*	4	-8	i	-2	0	-1	i	-10
CNC(=O)CN(C)S(=O)(=O)c1ccc(OC)c(Cl)c1	24	-2	-7	i	-4	2	0	i	-5
Cc1nc(N)sc1C(=O)Nc1ccccc1	-7	2	-6	i	-6	4	4	i	16
OCCN(CCO)CC(O)CN1c2ccccc2Sc2ccccc21 (centres undefined)	-9	2	-2	i	-1	3	-7	i	1
COc1ccc(-n2c(C)nn(C)c2=O)cc1	-12	2	-7	i	3	-3	1	i	-27
COCCn1c(C)cc(C(=O)COC(=O)CCS(=O)(=O)c2ccc(C)cc2)c1C	14	-5	-3	i	4	3	0	i	3
CCC(=O)N1CCN=C1SCc1ccccc1Cl	9	0	-4	i	-1	1	1	i	-8
CCN(CC)C(=O)CC(c1ccc(OC)cc1)c1c(OC)cc(OC)c2ccc(=O)oc12 (centres undefined)	-3	1	-3	i	6	1	-2	i	-15

Following part
SMILES	MLLE-PAM2 inh	CSN deneddyl inh	FAS TE block	Rpn11 inh	MT1-MMP act inh	Rin1 Abl inh	NadD inh	Neddylation inh	SKN-1 inh
COC(=O)c1sc2nc(CSc3nc4ccc(C)cc4[nH]3)[nH]c(=O)c2c1C	-80	15	-16	x	-41	2	6	i	18
CCN1CCN(CCCNC(=O)c2cc3c(s2)-c2ccccc2OC3)CC1	-2	3	-5	i	5	-2	-5	i	-4
O=C1/C(=C/C=C/c2ccco2)SC(=S)N1c1ccc(O)cc1	-46	57*	6	+	1	5.7*	25	i	5
CCCCCCC(=O)Nc1nc(C)c(-c2csc(Nc3ccc(Cl)cc3)n2)s1	-26	11	27	i	4	-3	25	i	25
CCCN(CCC)C(=O)CSc1nc2n[nH]c(C)c2c(=N)n1-c1ccc(OC)cc1	1	0	-2	i	6	-1	4	i	3
Cn1cccc1C(=O)NC(=O)COC(=O)c1cc(Cl)ccc1[N+](=O)[O-]	-6	-2	8	i	-2	1	-5	i	6
CC(C)n1c(O)c(N=NC(=O)CNC(=O)CCc2ccccc2)c2ccccc21	-8	-3	0	i	-3	-4	-2	i	-9
Cc1cc2nc(CS(=O)(=O)c3ccccc3)cc(=O)n2[nH]1	6	2	-6	i	1	-2	1	i	4
Cc1cc(C)cc(-n2c3ccc(NC(=O)Cc4cccc5ccccc45)cc3c(=O)n2C)c1	8	0	5	i	14	-3	11	x	10
COc1ccc(-c2[nH]ncc2/C=N/NC(=O)c2ccc(Br)cc2)c(OC)c1	-10	-3	-8	i	-1	4	17	i	-1
CCCCN(CC)S(=O)(=O)N1CCC(C(=O)NCCCN2CCOCC2)CC1	6	-7	-10	i	2	-1	-3	i	-14
Cc1c(C)c2ccc(OCC(=O)Nc3cccnc3)c(C)c2oc1=O	13	0	-2	i	3	5	5	i	6
Cc1ccc(OC(=O)c2ccncc2)c(C)c1	-6	0	-4	i	8	-1	-1	i	17
COC(=O)C(C(=O)OC)C1C=CCN(C(C)=O)C1 (centres undefined)	0	2	-6	i	0	-1	4	i	-2
CCn1c(O)c(/C=C2\C=NN=C2c2ccc(C)cc2)sc1=S	-19	-1	-25	i	-2	0	6	i	13
O=C(NNC1=NCCC1)c1cccc(S(=O)(=O)N2CCOCC2)c1	-15	-3	-9	i	3	5	-2	i	-4
COCCCNC(=O)/C(C#N)=C/c1c(N2CCN(c3ccc(OC)cc3)CC2)nc2c(C)cccn2c1=O	9	4	17	i	1	2	-2	+	-10
COc1cc(/C=N/NC(=O)c2ccncc2)ccc1O	-5&3	0&-2	-5&-1	i	2&-1	0&-1	-2&-10	i	17&0
COc1cc(OC)cc(C(=O)OC(C)C(=O)NC2CCCc3ccccc32)c1 (centres undefined)	2	-1	3	i	0	0	-8	i	-7
CC1(C)CC(=O)C=C(c2ccc(CO)cc2)C1=O	-7	6	-6	i	1	-3	-6	i	-10
CCCCOc1ccc(C(=O)N/C(=C/C=C/c2ccccc2)C(=O)N2CCOCC2)cc1	4	-9	4	i	-6	1	2	i	3
COc1ccc(Br)cc1CN(C)CC(=O)Nc1cc(Cl)cc(Cl)c1	-1	2	29	i	-3	-2	-3	i	7
COc1ccc(C2CC(c3cccc(F)c3)=NN2c2ccc(S(N)(=O)=O)cc2)cc1 (centres undefined)	-4	-3	22	i	-4	1	8	x	-6
N#CCCN(Cc1cccs1)C(=O)c1ccc(Cl)cc1	-9	-3	0	i	3	0	-5	i	13
Cc1cc(=O)oc2ccc(OC(=O)CN3C(=O)c4cccc([N+](=O)[O-])c4C3=O)cc12	-3	2	0	i	0	0	5	i	-1

Next section
SMILES	MLLE-PAM2 inh	CSN deneddyl inh	FAS TE block	Rpn11 inh	MT1-MMP act inh	Rin1 Abl inh	NadD inh	Neddylation inh	SKN-1 inh
CCn1c(Cc2ccc(OC)cc2)nnc1SCC(=O)NC1CC1	-10	2	-3	i	-4	5	-5	i	11
CCOc1ccc(N2CC(C(=O)NCCN3C(=O)S/C(=C\c4ccc(OC)c(OC)c4)C3=O)CC2=O)cc1 (centres undefined)	2	2	-18	i	4	-1	1	i	-2
O=C(COc1cccnc1[N+](=O)[O-])NC1CCS(=O)(=O)C1 (centres undefined)	1	-7	-7	i	1	-6	0	i	2
CN1C(=O)C(O)(C2COC(C)(C)CC2=O)c2ccccc21 (centres undefined)	1	-3	-10	i	-1	-1	-1	i	-26
Cc1cc2c(C)c(C)c(=O)[nH]c2cc1N	-8	-5	-7	i	18	-2	1	x	28
CCn1cc(S(=O)(=O)c2ccc(C)cc2)c(=O)c2cc(F)c(N3CCN(C)CC3)cc21	-3	1	-7	i	3	1	-2	x	-1
O=C(NNC(=O)c1cccc(C(F)(F)F)c1)c1ccc(-n2cnnn2)cc1	6	4	-5	i	2	1	-3	i	-4
O=C(C1=NN[C@@H]2C(=O)N(c3cccc(C(F)(F)F)c3)C(=O)[C@H]12)c1cnccn1	24	4	-6	i	-4	-2	9	i	1
Oc1c(Br)cc(Br)cc1CNc1ccccn1	6	0	18	i	0	0	-6	i	3
O=C(CN(c1ccc(Cl)cc1)S(=O)(=O)c1ccccc1)N/N=C/c1ccco1	4	-4	58*	i	6	1	12	i	12
Cc1cccc(OCCn2c(=O)oc3ccc(C)cc32)c1	7	-9	27	i	3	5.8*	-4	i	-3
S=c1[nH]ccn1-c1ccccc1Cl	-16	-1	-6	i	0	0	-1	i	10
O=C(Nc1ccc(Cl)cc1)c1cc(Br)ccc1OCC(=O)N1CCOCC1	-2	-3	30	i	-5	1	-11	i	18
CCC(=O)Nn1cnc2c(c1=O)C1(CCCCC1)Cc1ccccc1-2	18	-1	4	i	-1	-1	3	i	20
CCn1c2ccccc2c2nnc(SCC(=O)Nc3ncccn3)nc21	0	1	-5	i	2	-8	3	i	-2
COc1ccc(F)cc1CN1CCN(c2ncnc3scc(-c4ccccc4)c23)CC1	-4	0	29	i	-9	-3	0	i	4
COc1cc2ccc(CC(N)=O)cc2cc1OC	-45	0	-7	i	1	0	1	i	-9
COc1ccc(CCNC(=O)c2ccccc2NC(=O)c2ccco2)cc1OC	-1	-4	0	i	10	5	-4	i	-15
COc1ccc(NC2=CC(c3ccc(F)cc3)N(c3ccc(OC)cc3)C2=O)cc1 (centres undefined)	17	-1	8	i	-7	-1	9	x	10
CC1CC(C)CN(C(=O)C2CCN(C(=O)Nc3ccccc3)CC2)C1 (centres undefined)	24	1	-5	i	3	-3	-6	i	16
Cc1c(NC(=O)CSc2ccc(Cl)cc2)c(=O)n(-c2ccccc2)n1C	16	2	-9	i	0	2	-6	i	1
CC(C)N(CCCNC(=O)c1ccc(N2CCCC2=O)cc1)Cc1ccccc1	4	0	-5	i	2	1	-5	i	4
COc1ccc(CCNC(=O)Cn2c(-c3nonc3N)nc3ccccc32)cc1OC	-11	3	-7	i	-1	0	3	i	5

Screening data (PubChem)
